Screens (PubChem)
Rev-erbA mod – modulators of human Rev-erb alpha DNA binding; P20393; Rev-erbα–FITC-DNA binding, fluorescence polarization, 90 min; activity, % at 10 µM; 370,000 compounds, 0.79% hits;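 active means activity above about 14%, limit read from the data; passing the limit was not always enough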;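 further: 0% = DMSO wells with 35 nM protein and 100% = DMSO wells with 750 nM protein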
ABHD4 inh – ABHD4 (mouse) inhibition, primary FP screen | purified mABHD4, FP-Rh probe fluorescence polarization | 370,000 compounds, 0.54% hits | inhibition, % at 8.92 µM | Q8VD66;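 active means inhibition exceeding the mean over every tested compound plus 3 SD, cut at about 30% in these data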;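 further: 0% = plate median of compound wells and 100% = S159A mutant with DMSO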
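System: mouse ABHD4 enzyme, wild type / Medium: HEPES pH 7.0, NaCl, Pluronic buffer / Reagent: FP-Rh activity-based fluorescent probe / Control set: S159A mutant high control, sample median low control / Detection: fluorescence polarization with parallel and perpendicular emission, 525/598 nm / Schedule: 45 min + 60 min at 25 °C / Compound dosing: 8.92 µM, single dose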
TCR CD3 inh – inhibitors of human TCR-CD3 interaction; TAMRA-labeled TCR probe fluorescence, biochemical; inhibition, % at 9.4 µM; 360,000 compounds, 0.37% hits; AID 651800; in the data active means inhibition above about 19%;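 further: recombinant mutant TCR 2C K166C tagged with TAMRA read by polarization; 0% = receptor in buffer alone and 100% = receptor with positive control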
SIAE inh – inhibitors of human sialic acid acetylesterase SIAE; 370,000 compounds, 0.69% hits; AID 1053197; Q9HAT2; inhibition, % at 9.66 µM; SIAE FP-Rh probe binding, fluorescence polarization;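 active means inhibition above a cutoff: mean of compounds within the control limits plus 3 SD of those, cut at about 17% in these data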;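 further: 0% = plate median of compound wells and 100% = probe without SIAE protein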
Target sequence (Q9HAT2 whole entry, looked up): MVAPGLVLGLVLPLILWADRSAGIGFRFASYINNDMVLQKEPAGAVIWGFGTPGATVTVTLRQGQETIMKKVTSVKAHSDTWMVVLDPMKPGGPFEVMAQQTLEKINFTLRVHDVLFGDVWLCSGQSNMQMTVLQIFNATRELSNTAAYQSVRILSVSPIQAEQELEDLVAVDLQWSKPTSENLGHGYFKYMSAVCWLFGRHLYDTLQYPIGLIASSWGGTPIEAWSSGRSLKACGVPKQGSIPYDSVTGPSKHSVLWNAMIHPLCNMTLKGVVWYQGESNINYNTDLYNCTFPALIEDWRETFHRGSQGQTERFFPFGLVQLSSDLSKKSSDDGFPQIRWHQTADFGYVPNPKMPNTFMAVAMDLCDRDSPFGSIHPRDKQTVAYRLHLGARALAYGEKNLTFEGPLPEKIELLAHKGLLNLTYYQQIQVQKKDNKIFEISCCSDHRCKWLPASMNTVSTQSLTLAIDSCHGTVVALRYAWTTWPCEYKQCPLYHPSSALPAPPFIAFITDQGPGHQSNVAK
rCAG binder – molecules binding r(CAG) RNA repeats; r(CAG) RNA repeat, TO-PRO-1 dye displacement fluorescence; 370,000 compounds, 1.3% hits; inhibition, % at 3 µM;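 active means inhibition above the plate cutoff, the mean of all test compounds on that plate plus 3 SD, cut at about 35% in these data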;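 further: 0% = DMSO alone and 100% = 100 µM mitoxantrone as full dye displacement; higher means more dye released from RNA so lower well fluorescence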
LEDGF integ inh – blocks HIV-1 LEDGF/p75-dependent DNA integration | TR-FRET IN-LEDGF/p75 DNA integration, Eu/Cy5 | inhibition, % at 3.7 µM | 370,000 compounds, 0.64% hits | AID 743269;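 active means inhibition above the screen-wide mean plus 3 SD, cut at about 13% in these data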;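 further: signal is the Cy5 over europium emission ratio at 671 and 618 nm; 0% = plate median of compound wells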
PG9 binder – PG9 antibody binding by small molecule; 360,000 compounds, 0.43% hits; inhibition, % at 6.7 µM; TR-FRET gp120-PG9 antibody binding; in the data active means inhibition above about 8.5%
TDP2 absorb – TDP2 (human) inhibition, absorbance primary screen. O95551. recombinant TDP2, T5PNP hydrolysis, p-nitrophenol absorbance 415 nm. inhibition, % at 12.8 µM. 370,000 compounds, 0.34% hits;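 active means inhibition above the mean of all tested compounds plus 3 SD, set per campaign, cut at about 25% in these data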;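 further: 0% = DMSO with enzyme and 100% = buffer with substrate but no TDP2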
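Assay system: Recombinant human TDP2 | Quantity: 120 nM TDP2 per well | Incubation: 2 h at 37 °C | Signal: Epi absorbance | Evaluation: Percent inhibition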
PRMT1 inh – blocks human protein arginine methyltransferase 1. Q99873. recombinant PRMT1, activity-based probe fluorescence polarization. inhibition, % at 2.79 µM. 370,000 compounds, 1.3% hits. AID 652257;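 active means inhibition above about 21% made by adding two undisclosed values, limit read from the data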
Target sequence (Q99873 whole entry, looked up): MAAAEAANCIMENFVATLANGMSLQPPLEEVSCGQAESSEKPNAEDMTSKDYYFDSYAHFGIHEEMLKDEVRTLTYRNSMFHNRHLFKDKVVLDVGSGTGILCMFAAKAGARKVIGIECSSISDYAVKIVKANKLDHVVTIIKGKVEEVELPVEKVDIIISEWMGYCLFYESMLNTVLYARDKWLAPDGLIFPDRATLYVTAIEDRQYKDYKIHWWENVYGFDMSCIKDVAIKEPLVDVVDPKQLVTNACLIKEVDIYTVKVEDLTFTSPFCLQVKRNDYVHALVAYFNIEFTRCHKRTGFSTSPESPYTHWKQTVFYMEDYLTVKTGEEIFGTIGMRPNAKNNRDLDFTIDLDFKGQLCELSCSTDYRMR
HTRA1 inhibitor – HTRA1 (human) protease inhibition; Q92743; recombinant HTRA1, FP-rhodamine activity-based probe, fluorescence polarization; inhibition, % at 5.96 µM; 340,000 compounds, 0.5% hits; AID 504803; in the data active means inhibition above about 36%;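 further: 0% = enzyme with DMSO and 100% = wells lacking enzyme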
Active calls of the source: *; nt = no result given.

SMILES	Rev-erbA mod	ABHD4 inh	TCR CD3 inh	SIAE inh	rCAG binder	LEDGF integ inh	PG9 binder	TDP2 absorb	PRMT1 inh	HTRA1 inhibitor
Cc1cc2c(c(C)c1Cl)C(c1ccc3c(c1)OCO3)CC(=O)O2 (stereo not given)	2	-8	-2	-9	5	1	-1.0	2	-3	-22
CC(C)(C)OC(=O)CC12CCCCC1NC(=O)O2 (stereo not given)	-3	6	-1	-5	-4	1	-0.7	1	0	-2
O=C1C2CCCN2C(=O)N1CCN1CCN(c2cccc(C(F)(F)F)c2)CC1 (stereo not given)	2	1	6	-6	-9	1	-0.7	0	0	5
CCN(Cc1ccccc1)Cc1nc(CCc2ccccc2)no1	0	1	-6	-4	-7	-4	-0.8	6	3	0
COc1ccc(OCCNC(=O)C(Cc2c[nH]c3ccccc23)NC(C)=O)cc1 (stereo not given)	-5	1	-2	8	-2	4	-0.1	5	-2	-4
COc1ccc(NC(=O)C2CCCN(S(=O)(=O)c3cccnc3)C2)c(OC)c1 (stereo not given)	-3	-3	7	-1	-1	-2	0.0	0	-2	-3
CCOP(=O)(OCC)C(NC(=O)c1ccc(OC)c(OC)c1)c1ccccc1 (stereo not given)	1	0	-6	0	-7	2	-0.2	2	-6	0
CCN(C(=O)c1ccc(S(=O)(=O)N(C)C)cc1)C(C)C(=O)Nc1ccc(C)cc1 (stereo not given)	-6	-2	-1	3	-4	0	0.1	24	-2	7
Cc1nn(CC(=O)N2CCc3ccccc3C2)c(C)c1[N+](=O)[O-]	-2	-5	-3	-7	0	1	1.8	-6	6	3
COc1ccc(Cl)cc1NC(=O)C(C)OC(=O)C1=NNC(=O)CC1 (stereo not given)	-5	3	-2	-1	1	-1	0.3	9	3	7
CN(C(=O)CSc1nncn1-c1ccccc1)C1CCS(=O)(=O)C1 (stereo not given)	13	4	0	-2	1	2	-0.2	2	-1	-4
CCN(C/C=C/c1ccccc1OC)Cc1ccccc1	1	9	-1	2	-8	-3	-2.0	13	-2	-3
C#CC1(NC(=O)N(C)C)CCCCC1	-6	-1	-5	4	1	-2	-0.4	12	5	-2
Cc1cccc(C)c1NC(=O)C(NS(=O)(=O)c1cccs1)c1ccccc1 (stereo not given)	-1	-4	9	1	8	2	-1.2	5	4	-7
COCCCN1C(=O)C(CC(=O)NC2CC2)CC(C(=O)N2CCOCC2)=C1C (stereo not given)	0	-2	-3	2	3	3	1.0	-7	-6	nt
CCOc1ccc(NC(=O)C(=S)NC2CCCCC2)cc1	-5	3	5	-6	-1	3	1.3	-3	-1	4
COCC(C)NC(=O)c1cc(S(=O)(=O)N2CCCCC2)ccc1N1CCOCC1 (stereo not given)	-2	4	3	-2	-6	3	-1.3	2	-3	-6
CC1CCc2sc(C(=O)N/N=C/c3ccc(O)cc3)cc2C1 (stereo not given)	6	-17	0	0	16	0	1.6	-16	0	-51
COc1ccc(OC)c(C(=O)CCCCC(=O)c2cc(OC)ccc2OC)c1	0	3	4	1	2	1	0.5	-2	-3	-27
COc1ccccc1Nc1nc(N)nc(CN2CCN(Cc3ccccc3)CC2)n1	1	-5	5	11	-5	2	0.1	1	-3	-10
O=C(CCN1C(=O)C2C3C=CC(C3)C2C1=O)N1CCN(c2ccccc2Cl)CC1 (stereo not given)	0	-2	-2	3	-10	1	-1.5	5	-1	-1
COc1cccc(CNC(=O)CCC2CCCN(C(=O)C3CCOCC3)C2)c1 (stereo not given)	-4	-2	-3	4	-6	-3	1.0	10	1	0
Cc1ccc(OCc2ccc(C(=O)Nc3nc4ccccc4n3C)o2)c([N+](=O)[O-])c1	-2	-10	-5	3	7	2	-0.5	-21	-1	-2
Cc1ccc(F)c(C2C3C=CCC(c4cccc(-c5ccc(N(C)C)cc5)c4)C3C(=O)N2Cc2ccccc2)c1 (stereo not given)	0	12	-5	-1	6	-2	0.0	-4	-1	-3
Cn1c(=O)c(=O)n(C)c2cc(S(=O)(=O)N3CCC(Cc4ccccc4)CC3)ccc21	23	2	2	0	-1	-2	0.7	-7	4	2
New compounds follow
SMILES	Rev-erbA mod	ABHD4 inh	TCR CD3 inh	SIAE inh	rCAG binder	LEDGF integ inh	PG9 binder	TDP2 absorb	PRMT1 inh	HTRA1 inhibitor
C=CCN(Cc1nc(-c2ccccc2)no1)C(=O)c1ccc2c(c1)OCO2	5	4	4	-4	-3	-1	-1.7	-2	-3	-2
Fc1cccc(-c2nn[nH]n2)c1	-1	-4	-1	1	-1	1	-1.0	7	3	-3
COc1cccc(COC(=O)C2CC(=O)N(Cc3ccc(C)cc3)C2)c1OC (stereo not given)	-6	-2	9	8	-4	2	1.4	-5	-2	-6
C=Cc1ccc(C(=O)N2CCC(n3nnc4ncccc43)CC2)cc1	0	4	nt	2	-1	0	nt	1	-4	nt
CCOCCc1nnc(NC(=O)CS(=O)(=O)c2ccc(C)cc2)s1	6	-1	-6	10	1	-3	1.1	4	2	0
CC(C)c1ccc(OCC(=O)Nc2ccc(OC(F)(F)F)cc2)cc1	-7	-11	4	4	-3	-2	-0.8	1	0	-5
CCN(CC)S(=O)(=O)c1ccc2nc(NC(=O)c3cccs3)sc2c1	-1	-37	1	-34	29	-2	-0.9	2	4	-32
CCN(CC)S(=O)(=O)c1ccc2c(c1)c(=O)c(C(=O)N1CCc3ccccc3C1)cn2C	0	-4	-7	-1	-3	-2	-0.5	-12	3	4
CCC(=O)N1CCc2cc(Br)cc(S(=O)(=O)NCC3CCCO3)c21 (stereo not given)	7	-2	-2	2	3	3	-0.6	-4	-1	-7
Cc1cc(C)c(-c2cc(NC(=O)CSc3nncn3C)n(-c3ccccc3)n2)cc1C	-4	-14	-2	-3	6	-2	0.7	7	-1	-10
C=C1C(=O)[C@]23C[C@H]1CC[C@H]2[C@]1(C)CCC[C@@](C)(C(=O)OC)[C@H]1C[C@@H]3O	-3	-2	nt	1	0	1	nt	10	24*	nt
COCC(=O)NC1CCN(S(=O)(=O)c2cccc(C(C)=O)c2)CC1	10	14	-2	0	-2	1	-1.5	-2	4	0
O=S1(=O)C[C@@H](N2CCOCC2)[C@H](N2CCOCC2)C1	1	-1	1	0	1	0	-0.3	2	-1	4
O=C(NCc1ccc(Cl)cc1)c1ccc(CNc2c(N3CCOCC3)c(=O)c2=O)cc1	3	4	-1	-1	-1	-3	-0.5	4	0	2
Cc1c(-c2ccccc2Br)nc2ccccc2c1C(=O)O	-5	-2	3	3	1	0	0.2	7	0	-3
CC(C)N1CC2(CC(c3ccccc3F)=NO2)CN1C(=O)c1ccco1 (stereo not given)	1	3	6	-5	0	5	-0.7	-8	-7	1
CC1(C)N=C(N)N=C(N)N1c1ccc(OCC(=O)N2CCOCC2)cc1	6	4	-1	-6	2	-1	0.6	0	3	2
COc1ccccc1OCC(=O)Nc1nc(C)c(C)s1	5	2	2	-2	0	1	2.5	2	4	-5
Cc1nc2sc3c(c2c(=O)o1)CCCC3	0	15	0	-1	3	-2	0.7	0	10	3
CN(C/C(O)=C(\C#N)c1ccccc1)C1CCCCC1	-5	6	1	0	0	-1	-2.5	-6	1	-2
C/C(=N\NC(=O)Cn1ccc(C(F)(F)F)n1)c1ccc2c(c1)OCO2	-2	-4	1	3	-1	-2	-0.7	2	2	-1
CCOc1c(Br)cc(/C=C2/SC(=O)N(CC(=O)N3CCCC3)C2=O)cc1OC	3	5	-4	11	0	1	1.6	0	3	3
CCCOc1ccc(-c2c(C(=O)N/N=C/C3CCCCC3)nnn2-c2nonc2N)cc1	2	-18	-6	-2	8	-7	-1.2	-12	3	-15
O=C(c1ccsc1)N1CCCC(N2CCOCC2)C1 (stereo not given)	-3	-1	8	-1	2	0	-0.5	8	0	5
O=C(O)C(C=C(Cl)Cl)N1CCOCC1 (stereo not given)	7	1	-6	6	0	-6	0.2	-12	2	3
More structures:
SMILES	Rev-erbA mod	ABHD4 inh	TCR CD3 inh	SIAE inh	rCAG binder	LEDGF integ inh	PG9 binder	TDP2 absorb	PRMT1 inh	HTRA1 inhibitor
CCOC(=O)c1c(NC(=O)CN2C(=O)NC3(CCCCCC3)C2=O)sc(C)c1-c1ccc(C)cc1	25*	-7	6	-2	0	3	-2.0	-6	2	-4
O=C(NCCc1ccccc1)C1CCN(C(=O)NCc2ccccc2)CC1	2	5	2	2	-6	0	0.1	-1	0	2
Cc1cc([N+](=O)[O-])nn1Cc1noc(C(=O)NCc2ccc3c(c2)OCO3)n1	11	3	-1	-3	1	-4	0.0	3	3	-7
CCOC(=O)C1=C(C)NC(=O)NC1c1ccccc1Cl (stereo not given)	11	-4	-4	0	-4	-3	7.7	-6	5	1
CC(=O)Nc1ccc(S(=O)(=O)N2CCC(NC(=O)C(Cc3ccccc3F)NC(C)=O)CC2)cc1 (stereo not given)	-1	5	-1	-1	-3	4	0.7	9	4	-2
O=C(CSc1ccc(-c2ccccc2)nn1)N1CCCc2ccccc21	7	-1	-2	0	-5	-3	0.3	1	2	-13
Cc1ccc(S(=O)(=O)N2CCOCC2)cc1C(=O)NNC(=O)c1ccoc1C	-1	-1	6	5	3	3	0.6	-2	-6	1
Cc1ccc(S(=O)(=O)NCC(=O)N(CC(=O)NCc2ccco2)Cc2cccs2)cc1	-4	0	0	5	-2	1	0.2	11	0	-4
O=C(COC(=O)c1ccc(O)cc1)Nc1ccc2c(c1)OCCO2	-2	-3	-4	0	2	0	-0.2	-3	2	7
COc1cccc(OC)c1NC(=O)C1CCCN1C(=O)Nc1ccccc1Cl (stereo not given)	0	3	-4	-6	-7	-6	1.1	-8	5	12
C[C@H]1CN([C@@H](C)CO)C(=O)CCCn2nncc2CO[C@@H]1CN(C)Cc1ccc(C(F)(F)F)cc1	-1	0	0	-6	0	5	0.0	2	-6	3
CC1=C2C3OC(=O)C(C)C3CCC2(C)C=C(Cl)C1=O (stereo not given)	4	-1	-7	-5	-1	-7	1.5	-7	-1	3
Cc1ccc(S(=O)(=O)N(CC(=O)Nc2ccccc2C(=O)O)c2cccc(Cl)c2C)cc1	-8	-12	-7	-5	78*	1	-0.3	-6	-1	-35
CCn1c(SCC(=O)Nc2ccccc2C)nnc1-c1ccccc1O	5	3	13	0	-2	3	0.3	3	-5	-1
O=c1c2ccccc2nnn1CSc1nc2sc3c(c2c(=O)n1CC1CCCO1)CCC3 (stereo not given)	-12	-1	10	3	1	1	-0.3	5	3	-9

Filtered by structure, those above containing two or more sulfur atoms (6)
SMILES	Rev-erbA mod	ABHD4 inh	TCR CD3 inh	SIAE inh	rCAG binder	LEDGF integ inh	PG9 binder	TDP2 absorb	PRMT1 inh	HTRA1 inhibitor
CN(C(=O)CSc1nncn1-c1ccccc1)C1CCS(=O)(=O)C1 (stereo not given)	13	4	0	-2	1	2	-0.2	2	-1	-4
Cc1cccc(C)c1NC(=O)C(NS(=O)(=O)c1cccs1)c1ccccc1 (stereo not given)	-1	-4	9	1	8	2	-1.2	5	4	-7
CCOCCc1nnc(NC(=O)CS(=O)(=O)c2ccc(C)cc2)s1	6	-1	-6	10	1	-3	1.1	4	2	0
CCN(CC)S(=O)(=O)c1ccc2nc(NC(=O)c3cccs3)sc2c1	-1	-37	1	-34	29	-2	-0.9	2	4	-32
Cc1ccc(S(=O)(=O)NCC(=O)N(CC(=O)NCc2ccco2)Cc2cccs2)cc1	-4	0	0	5	-2	1	0.2	11	0	-4
O=c1c2ccccc2nnn1CSc1nc2sc3c(c2c(=O)n1CC1CCCO1)CCC3 (stereo not given)	-12	-1	10	3	1	1	-0.3	5	3	-9

A portion of the library, so the mix of outcomes need not match the whole.
